b-catenin transl – alters nuclear translocation of beta-catenin in HeLa cells; immunofluorescence imaging; nuclear translocation activity, % at 5 µM; AID 1665; actives 0.3% (n = 190,000);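 active = nuclear translocation activity above 50% at 5 µM, with a well cell count of 50 or more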;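 note: per-cell ratio of nuclear to cytoplasmic median beta-catenin stain intensity; plate controls were DMSO negative control for no effect and GSK-3 inhibitor IX positive control for full effect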
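Test system: human HeLa cells, endogenous beta-catenin. Times: 24 h compound exposure, 37°C. Measured by: beta-catenin immunofluorescence imaging with DAPI.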
Insulin prom up – MIN6 insulin promoter up-regulation. AID 1625. actives 0.3% (n = 190,000). MIN6 insulin promoter-GFP reporter, high-content imaging; stronger effect = higher value. z-score at 5 µM;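 active = z-score above 3 at 5 µM with at least 500 cells counted in the well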
Autophagy mod – alters autophagy in cells | MEF GFP-LC3 puncta imaging; test concentration mostly 10 µM | calls only at 10 µM (by protocol) | actives 0.98% (n = 190,000) | AID 463193;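 active = percentage of spot-positive cells more than 3 SD above its plate mean, without a fluorescence outlier flag or 80% toxicity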;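 note: spot-positive cell cutoff set from DMSO-treated cells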
WT yeast gro inh – growth inhibition of WT yeast, mitochondrial fusion screen | mitochondrial fusion phenotypic screen, WT strain | inhibition, % at 10 µM | actives 2.1% (n = 190,000) | AID 1362; in the data active = inhibition above about 58%; tested in S. cerevisiae
AID2073 – inhibitors of Mint1-CaV2.2 protein interaction, biochemical, HTRF (AID 2073); one-dose inhibition, % at 20 µM; IC50 in µM for titrated hits; actives 0.19% (n = 290,000); HTRF protein-protein interaction, Mint1-CaV2.2; higher % means a stronger effect; in the data active = inhibition mostly above about 51%, no sharp cut-off; note: some results filed as inactive read as strong as hits
HIV peptide binding – cell-free HIV fusion peptide-binding blockers – biochemical, uHTS, fluorescence dequenching, primary screen (AID 1986); cell-free peptide binding, fluorescence dequenching, 30 min; higher % means a stronger effect; inhibition, % at 20 µM, or IC50 in µM where a hit was titrated; actives 0.3% (n = 290,000); in the data active = inhibition mostly above about 52%, no sharp cut-off; inactive = mostly below about 76%; note: some results filed as inactive read as strong as hits
Yfh1-depleted yeast – enhancers of respiration in Yfh1-depleted yeast, dose response, Friedreich's ataxia, plus single-dose screen (AID 1465). S. cerevisiae Yfh1-off respiration, WST-1 reduction, 72 h; higher fold induction means a stronger effect. fold induction at 50 µM; hits with a dose series show EC50 in µM. actives 0.074% (n = 220,000);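 active = fold induction of absorbance versus untreated yeast above a set limit, then at least 30% activation at any dose in follow-up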;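 note: activators that raise dye reduction in frataxin-depleted yeast; strong numbers were not always called active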
MT stabilize HCS – stabilizes microtubules in HeLa cells. HeLa tubulin immunostaining HCS, 24 h; share of cells brighter than vehicle mean+2SD. actives 0.83% (n = 200,000). AID 2205. % tubulin-high responders, % at 10 µM;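 active = plate Z-score above 3 for both tubulin-high and condensed-nucleus cell shares, with cell loss under 80%, at 10 µM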;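 note: anti alpha tubulin signal scored within the nucleus-defined area of each cell; some results filed as inactive read as strong as hits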
Dynein transport – blocks dynein driven cargo transport along microtubules. 3617.4 mouse cells, GR-EGFP nuclear translocation imaging; test concentration mostly 20 µM; stimulated with dexamethasone, 1 µM; stronger effect = lower value. z-score, hits read low. actives 0.47% (n = 220,000). AID 1381;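 active = plate z-score of nuclear minus cytoplasmic receptor signal below a set negative limit, without overly bright fluorescence or cell loss, cut at about -3.5 in these data, passing the limit was not always enough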;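 note: z-score of nuclear minus cytoplasmic ring GR-EGFP intensity difference per well; some compounds called inactive have numbers as strong as hits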
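Buffer or medium: tet-free, stripped-serum medium; Also added: dexamethasone, 1.0 µM final; Technique: high-content fluorescence imaging after fixation; Times: 48 h induction, 1 h compound, 30 min dex at 37 °C; Read-out: per-cell GR-EGFP intensity, nucleus versus surrounding cytoplasmic ring, well-averaged.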
WT yeast gro inh mutant strain – also measured in WT yeast gro inh; calls as there; inhibition, %; mitochondrial fusion phenotypic screen, mutant strain inhibition
Dynein transport cytoplasmic EGFP – second read-out of Dynein transport, no call of its own (marks repeat the call); z-score; measured here: cytoplasmic GR-EGFP intensity; stronger effect = higher value
Dynein transport nuclear GR-EGFP – recorded beside Dynein transport, whose call it bears; z-score; measured here: nuclear GR-EGFP intensity;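 lower value marks the stronger effect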
Dynein transport cell count – second read-out of Dynein transport, no call of its own (marks repeat the call); z-score; measured here: cell count per field
Insulin prom up cell count – further read-out of Insulin prom up, marked with its call; cell count; measured here: cytotoxicity, nuclei count;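 total cells summed across four imaged fields per well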
b-catenin transl cell count 5 µM – recorded beside b-catenin transl, whose call it bears; cell count; measured here: cell count, cytotoxicity flag
MT stabilize HCS Hoechst-high % – also measured in MT stabilize HCS; calls as there; % Hoechst-high responders; measured here: nuclear condensation Hoechst responders;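 share of cells brighter than vehicle mean plus two SD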
MT stabilize HCS cytotoxicity % – second read-out of MT stabilize HCS, no call of its own (marks repeat the call); toxicity, %; measured here: cytotoxicity by cell density;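 0% = mean cell density of plate MIN control wells and 100% = no cells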
Autophagy mod cell loss 18 h – recorded beside Autophagy mod, whose call it bears; toxicity, %; measured here: cell loss, nuclei count;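 cell loss after 18 h compound exposure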
* hit, by the source's call; i = inactive; / = not tested or not shown. Compounds were not picked by outcome, and some 4.2% of all compounds hit somewhere here.

SMILES	b-catenin transl	b-catenin transl cell count 5 µM	Insulin prom up	Insulin prom up cell count	Autophagy mod	Autophagy mod cell loss 18 h	WT yeast gro inh	WT yeast gro inh mutant strain	AID2073	HIV peptide binding	Yfh1-depleted yeast	MT stabilize HCS	MT stabilize HCS Hoechst-high %	MT stabilize HCS cytotoxicity %	Dynein transport	Dynein transport cytoplasmic EGFP	Dynein transport nuclear GR-EGFP	Dynein transport cell count
CCNc1nc(NOC)nc(OCC#N)n1	-1.8	1046	0.8	1597	i	-8	-2	15	0%	-0.5%	i	2.4	2.2	4.7	0.19	-0.24	0.23	-0.055
Cc1[nH]c2ccc(F)cc2c1CCN(Cc1cccnc1)C(=S)Nc1ccccc1	-0.4	1087	-0.79	1350	i	7	-21	0	-10%	-1.9%	i	2.2	2.0	4.9	-0.77	-0.21	-0.44	0.58
CCOC(=O)NC(=O)CSc1nc2ccc(OCC)cc2[nH]1	/	/	/	/	i	-15	-11	-20	2%	-1.1%	/	1.5	2.0	8.6	-0.84	-0.17	-0.47	2
Cc1ccc(NC(=S)NC(=O)c2ccc(-c3ccc(Cl)cc3)o2)c(O)c1	/	/	-0.15	1312	i	-11	3	17	6%	4.6%	i	5.7	3.0	12	-0.65	0.66	0.22	0.36
CN(C)/C=C/C(=O)c1c(F)cccc1F	0.3	1295	2.5	997	/	/	/	/	6%	-1.9%	i	/	/	/	-0.17	-0.22	0.35	0.95
S=C(Nc1ccc(Cl)c(Cl)c1)NC1CCCCC1	2.8	948	0.13	1868	i	-32	-13	-3	-11%	0.7%	i	2.7	1.6	10	1.8	-0.21	1.7	-0.39
Cn1cc(S(=O)(=O)N2CCN(c3cccc(Cl)c3)CC2)c(=O)n(C)c1=O	1.7	1223	-0.19	981	/	/	/	/	-1%	-0.3%	/	/	/	/	0.88	-0.25	0.96	-0.43
O=C(CCNC(=O)Cn1cnc2ccccc2c1=O)NCC1COc2ccccc2O1 (stereo not drawn)	2.9	1313	1.2	1652	i	12	13	-3	0%	1.5%	i	2.7	1.8	4.9	-0.19	-0.3	-0.065	0.11
CCCN=C1N/C(=C\c2ccco2)C(=O)N1c1ccccc1	-7.3	1272	-0.68	1009	i	-7	-2	-1	19%	24%	i	2.0	1.6	9.9	0.74	-0.17	0.93	-0.75
CC(=O)n1cc(Nc2ccccc2C(=O)O)c2ccccc21	-4.4	1084	0.04	1177	i	-6	14	6	0%	-1.7%	i	1.5	2.0	9.8	-0.47	-0.15	-0.16	0.21
CCN1CCN(C(=S)c2ccc(-c3ccccc3)cc2)CC1	-0.1	1050	-0.22	1502	i	1	8	-7	-18%	1.3%	i	5.0	1.6	7.0	-0.49	-0.31	-0.36	0.79
Cc1cc2c(s1)c1cnn(Cc3ccccc3F)c(=O)c1n2C	5.1	1122	0.63	931	i	3	-12	13	2%	-1.3%	i	2.7	1.1	7.4	2	0.023	0.92	-0.62
COc1cc(N2C(=O)C=CC2=O)c(OC)cc1Cl	0.3	1091	0.25	1468	/	/	/	/	12µM*	-0.6%	i	/	/	/	-5.1*	3.4*	-2.2*	-0.033*
Cc1cc(N/N=C/c2ccccc2)nc(NCc2ccccc2)n1	-0.3	1148	/	/	i	2	62*	34*	-2%	-0.9%	i	2.5	1.8	8.6	0.17	-0.26	-0.1	-0.19
N#CCCN(C(=O)COC(=O)c1ccc(S(=O)(=O)Nc2ccccc2)cc1)c1ccccc1	0.6	486	0.28	1271	i	4	3	-24	-4%	-0.7%	i	6.0	2.1	7.9	-0.36	-0.31	-0.57	0.38
COc1ccc(Cn2c(=O)[nH]c3cc(C(=O)NCc4ccc5c(c4)OCO5)ccc3c2=O)cc1	/	/	/	/	i	0	-11	1	/	/	/	2.3	1.9	9.0	-1.1	-0.24	-0.34	-0.63
COC(=O)CNC(=O)COC(=O)C(Cc1ccccc1)NC(=O)c1ccco1 (stereo not drawn)	0.4	1124	0.13	1165	i	-11	-9	-9	1%	-1.4%	i	5.6	3.4	6.2	0.81	0.064	1.4	-2.1
Cc1cnc(C(=O)OCC(=O)NCCc2ccccc2)cn1	-2.7	1232	0.15	832	i	3	22	-35	-2%	-1.1%	i	3.5	2.8	6.7	-0.76	-0.27	-0.18	1.3
COc1cc(/C=C2\SC(=S)N(NS(=O)(=O)c3ccc(C)cc3)C2=O)ccc1O	-0.1	1124	0.05	1452	/	/	/	/	-9%	49%	i	/	/	/	-0.5	-0.24	-0.3	-0.22
CCOc1ccc(NC(=S)Nc2cc(C)[nH]n2)cc1	-0.5	1594	-0.42	1382	i	10	19	21	-3%	2.5%	i	2.3	1.7	2.1	-1	-0.14	-0.41	0.89
CN(C(=O)c1ccncc1)c1nnc(-c2ccccn2)s1	-1.8	1195	0.53	1261	i	16	7	6	-3%	-2.1%	i	4.8	2.3	4.7	0.51	-0.22	1.1	-0.41
COc1ccc(-c2cn[nH]c2N)c(OC)c1	-0.5	1026	-1.3	1163	i	2	-8	1	0%	-0.8%	i	3.3	3.1	51	0.08	-0.3	0.49	0.15
COc1cccc2sc(Nc3nc4ccc(NC(C)=O)cc4s3)nc12	-4.2	448	-0.22	1155	i	-8	3	4	41%	-5.7%	i	4.3	3.0	8.5	0.76	-0.29	-0.04	-0.98
CC(=O)c1nn(-c2ccccc2)cc1C(=O)c1ccc(Br)cc1	1.9	592	0.63	1368	i	23	5	-18	-7%	-2.2%	i	2.7	2.8	9.4	-0.3	-0.27	0.46	0.1
N#CCSc1nnc(COc2ccc3ccccc3c2)o1	-5.0	804	0.52	1125	i	-4	-64	-8	-3%	-0.9%	i	6.2	3.6	1.8	-0.39	-0.21	0.0058	0.61
COCC(=O)NNS(=O)(=O)c1ccccc1[N+](=O)[O-]	0.2	871	0.42	1249	i	13	17	0	2%	0.4%	i	2.4	1.9	2.8	0.56	-0.34	-0.009	0.29
CCOc1ncccc1C(=O)OCC(=O)Nc1ccc2c(c1)OCO2	-0.2	1086	0	1273	i	-14	8	20	21%	-1.3%	i	3.6	2.3	8.7	-0.68	-0.34	-0.18	1
Clc1cccc(Cl)c1CO/N=C/c1c(-c2ccccc2)nc2n1CCS2	/	/	/	/	i	-21	39	24	10%	-2.1%	i	1.3	1.7	4.0	-0.26	0.77	0.17	-1.6
Cc1[nH]n(-c2ccc([N+](=O)[O-])cc2)c(=O)c1C=NCC1CCCO1 (stereo not drawn)	-4.1	1113	-0.14	1543	i	14	0	0	10%	-0.2%	i	3.5	2.1	6.1	-0.93	-0.27	-0.35	0.33
COc1ccc(-c2c3c(nc4sc(C(=O)Nc5cc(C)on5)c(N)c24)CCC3)cc1	0.0	1078	-2.4	1237	i	-10	17	8	21%	-0.8%	i	i	/	100	-0.12	0.29	0.43	0.45
Cc1ccc2nc(SCC(=O)c3ccc4c(c3)NC(=O)CO4)[nH]c2c1	-1.6	888	-0.38	1641	i	9	-2	6	5%	-0.7%	i	1.7	1.0	6.0	0.47	0.12	0.56	-0.072
COC(=O)c1ccc(NC(=O)C(=O)c2cccn2C)cc1	-2.5	1055	0.26	1307	i	3	42	15	-13%	-1.7%	i	5.5	2.4	8.8	1.1	-0.27	0.69	-0.37
COC(=O)c1sc(-c2ccc(C(C)(C)C)cc2)cc1NC(=O)CCC(=O)O	-0.3	1290	/	/	/	/	/	/	10%	51%	i	/	/	/	-0.67	-0.23	-0.27	0.95
O=C(NC(=S)NCc1cccnc1)c1cc2ccccc2o1	-0.4	1036	-0.31	1202	i	9	7	3	-3%	-3.1%	i	2.6	3.3	8.9	-0.39	-0.13	-0.14	-0.013
O=S(=O)(CCc1nc2ccccc2s1)c1ccc2ccccc2c1	-3.5	1112	0.11	909	i	1	12	14	-10%	-1.1%	i	3.1	2.1	7.9	-0.38	-0.011	-0.2	1
CC(=O)Nc1ccc(NC(=O)c2cccc3c2-c2ccccc2C3=O)cc1	-1.3	1050	0.06	1153	i	-14	-1	-13	-2%	-1.3%	i	4.8	2.4	0.5	1.2	-0.069	0.35	-0.14
CCOC(=O)CNc1nc(Cl)c(C#N)s1	0.9	945	0.18	1564	i	3	-2	-4	-1%	-1.5%	i	2.8	1.7	5.9	1.6	-0.24	0.84	-1.4
CCOc1ccccc1NC(=O)NC1(C(=O)N2CCN3CCCC3C2)CCCCC1 (stereo not drawn)	2.0	1171	/	/	i	-49	1	-9	1%	0.6%	i	3.3	1.1	9.2	0.26	-0.12	0.0076	-0.15

From PubChem BioAssay
